Screening results as filed in PubChem BioAssay.
AID inh: activation induced cytidine deaminase inhibition | Q9GZX7 | AID deamination FRET fluorescence, UDG-coupled, 4 h | Potency, µM (series often up to 115 µM), inactives show at the highest dose activity change, negative = inhibition, actives largely listed as inhibitors | 91,000 compounds, 0.32% hits | AID 1347428; also: nearly all actives have a fitted effect of over 25% in size
Target sequence (Q9GZX7 whole entry, looked up): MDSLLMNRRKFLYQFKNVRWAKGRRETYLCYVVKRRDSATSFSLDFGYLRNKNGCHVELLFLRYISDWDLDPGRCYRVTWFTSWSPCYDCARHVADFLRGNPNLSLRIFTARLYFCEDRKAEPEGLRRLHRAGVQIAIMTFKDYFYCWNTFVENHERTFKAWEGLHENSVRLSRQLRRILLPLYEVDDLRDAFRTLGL
UDG counter: UDG inhibition counter-screen; FRET deamination/UDG coupled assay, UDG read, 4 h; Potency, µM (highest dose often 115 µM), inactives show at the top dose activity change, negative = inhibition, most hits filed as inhibitors; 91,000 compounds, 0.14% hits; also: nearly all actives have a fitted effect of over 65% in size
* hit, by the source's call; ? = inconclusive; & = joins results of further samples; [ ] = dose if it differs, or a comment. Calls follow the shape of the dose curve; as a rule, active = well fitted curve in the direction sought with a large enough effect; inconclusive = small, poorly fitted or top-dose-only effect, or another doubt; inactive = no such curve, though single readings can be large; an effect the other way counts as inactive or inconclusive. % is scaled to controls: 0 for no effect and ±100 for the full control effect; potency is read from the fitted curve at half-maximal effect. Only part of the results is shown; the hit share may differ from the screen's.

SMILES	AID inh	UDG counter
O=C(CC12CC3CC(CC(C3)C1)C2)Nc1ccc(-c2nc3ccccc3o2)cc1	4%	2%
CC1Cc2cc(S(=O)(=O)NCCC(=O)NCc3ccco3)ccc2N1C(=O)C1CC1 (centres undefined)	-8%	0%
Cc1ccc(S(=O)(=O)Oc2ccc(Cl)cc2C2C3=C(CCCC3=O)OC3=C2C(=O)CCC3)cc1	-6%	-6%
Cc1nc(NC(=O)C2CC(=O)N(CC(C)C)C2)sc1C (centres undefined)	3%	-3%
COc1cc(OC)cc(C(=O)Nc2ccc(-c3nc4ccccc4s3)c(C)c2)c1	2%	9%
COc1ccccc1NC(=O)CSc1nnc(-c2ccccc2C)o1	14%	33%[activator]
CSc1ccc(C(=O)c2[nH]c(=O)[nH]c2C)cc1	-3%	-15%
O=C(O)c1ccc(C(=O)O)nc1	5%	3%
Cc1ccc(C2C=C(c3ccccc3)Nc3nc(NS(C)(=O)=O)nn32)cc1 (centres undefined)	-10%	3%
Cc1cc(OCC(=O)OCC(=O)c2ccc3c(c2)CCC3)ccc1Cl	16%	-9%
CCOc1ccc(Cn2nnc(C(=O)Nc3ccc(Cl)cc3)c2N)cc1	31%[activator]	-8%
Cc1ccc(NC(=O)c2cc(S(=O)(=O)N3CCCCC3)c[nH]2)cc1N(C)C	4%	-16%[57.5 µM]
CNC(=O)NC(=O)CCCN1CCN(c2oc(C3CC3)nc2C#N)CC1	2%	2%
COc1ccc(OCC(=O)Nc2cc(-c3cccc(Cl)c3)nn2-c2ccccc2)cc1	0%	?
O=C(NCc1ccncc1)c1cc(-c2ccc(F)cc2)nc2ccccc12	-1%	5%
Cc1cccc(OCC(=O)Nc2ccc3oc(-c4ccccc4F)nc3c2)c1	41%[activator]	-26%
Cc1c(NC(=O)CCC(C)C)cccc1C(=O)N1CCc2sccc2C1	-1%	-2%
O=C(CSc1ncnc2ccccc12)Nc1c(Cl)cccc1Cl	-3%	5%
Cc1ccc(Nc2sc(C(=O)c3ccccc3)c(N)c2S(=O)(=O)c2ccccc2)cc1Cl	?	-17%
Cc1ccc(/C=N/NC(=O)CCc2ccccc2)cc1	-14%	-6%
Cc1ccc(NC(=O)C(=O)NCC(c2cccnc2)N2CCc3ccccc3C2)cc1 (centres undefined)	32%[activator]	11%
CCCn1c(C)cc(C(=O)COC(=O)c2cc3ccccc3oc2=O)c1C	-4%	-2%
CCc1c(C)nc(SCc2nc(-c3ccccc3)no2)[nH]c1=O	-22%	-5%[57.5 µM]
Cc1ccc(-c2[nH]c3ccccc3c2C)cc1	112%[activator]	-18%
N#CCCN(C(=O)COc1ncnc2sc3c(c12)CCCC3)c1ccccc1	-19%	-4%
COc1ccc(C(=O)/C=C/c2cccc(OC(=O)C3CC3)c2)cc1	-18%	1%
CCc1cccc(NC(=O)CCn2c(=O)c3cccn3c3cccnc32)c1	6%	3%
O=C(CSc1nc2ncccc2[nH]1)Nc1cc(F)ccc1F	5%	10%
Cc1ccc(NC(=O)CSc2nnc(NC(=O)NC3CCCCC3)s2)cc1	0%	-3%
COC(=O)c1c(NC(=O)/C(C#N)=C/c2ccccc2)sc2c1C(C(=O)OC)CC2 (centres undefined)	-1%	?

6 of these compounds, set out differently.
canonical_smiles | AID inh | UDG counter
CCCn1c(C)cc(C(=O)COC(=O)c2cc3ccccc3oc2=O)c1C | -4% | -2%
CCc1c(C)nc(SCc2nc(-c3ccccc3)no2)[nH]c1=O | -22% | -5%[57.5 µM]
Cc1ccc(-c2[nH]c3ccccc3c2C)cc1 | 112%[activator] | -18%
N#CCCN(C(=O)COc1ncnc2sc3c(c12)CCCC3)c1ccccc1 | -19% | -4%
COc1ccc(C(=O)/C=C/c2cccc(OC(=O)C3CC3)c2)cc1 | -18% | 1%
CCc1cccc(NC(=O)CCn2c(=O)c3cccn3c3cccnc32)c1 | 6% | 3%

Further results follow:
SMILES	AID inh	UDG counter
COc1ccc(C(=O)n2nc(-c3ccco3)nc2NCc2cccs2)cc1	-13%	-7%
Cn1nnnc1SCCCNCc1cccc(OCc2ccccc2Cl)c1	-3%	5%
Cc1ccc(/C=C/c2onc(C)c2S(=O)(=O)N2CCC(C(=O)NCc3ccc(OC(C)C)cc3)CC2)cc1	0%	-10%
COCC(C)n1c(C)cc(C(=O)Cn2cnc3c2c(=O)n(C)c(=O)n3C)c1C (centres undefined)	0%	-8%
Cc1nc2c(-c3ccccc3)c(C)nn2c(C)c1CCC(=O)NCc1ccccc1	6%	12%
Cc1cccc(NC(=O)CS(=O)(=O)c2cccc3nsnc23)c1	10%	1%
Cc1nc(-c2ccc(CCNC(=O)c3nccnc3N)s2)cs1	10%	-19%
Cc1onc(-c2ccccc2)c1-c1nnc(CSc2nnnn2C(C)(C)C)o1	-16%	-7%
Cc1cccc(NC(C)C(=O)Nc2sccc2C#N)c1C (centres undefined)	19%	-12%
COc1ccc(Cl)cc1C(=O)Nc1c2c(nn1-c1ccc(Cl)cc1)CS(=O)(=O)C2	7%	-1%
CC(=O)c1ccc(N2C(=O)N(CC(=O)c3ccc(C)cc3)c3ccccc3S2(=O)=O)cc1	-12%	-12%
COc1ccc(-c2nc3ccccc3n3c(-c4cccc(C)c4)c4c(=O)n(C)c(=O)n(C)c4c23)cc1OC	?	-15%[57.5 µM]
Cc1cc(NC(=O)c2cccnc2)cc(-c2nc3cc(Cl)ccc3o2)c1O	12%	9%
Cc1ccc(-n2cccc2/C=C(/C#N)c2ccc(F)cc2)cc1	-8%	-2%
Cc1ccccc1CCNC(=O)c1ccc2c(c1)nc1n2CCC(C)C1 (centres undefined)	-13%	2%[57.5 µM]
COc1ccc(NC(=O)COc2ccccc2C)c2cccnc12	4%	-9%
CCOC(=O)c1cc(-c2ccccc2)n(CCC(=O)NC2CCCCC2)c1C	-7%	-6%[57.5 µM]
Nc1nnnn1Cc1nnc(SCc2cccc(Cl)c2)n1-c1ccccc1	2%	0%
COc1ccccc1C(=O)Nc1cc2c(cc1N1CCCCC1)n(C)c(=O)n2C	-1%	-21%
Cc1nn(C)c2c1c(C(F)(F)F)cc(=O)n2C(C)C(=O)Nc1ccccc1F (centres undefined)	5%	-29%
CC(C)C(C)NC(=O)c1ccc(CNC(=O)OC(C)(C)C)cc1 (centres undefined)	-4%	0%
COc1ccc(CNC(=O)c2csc(NCc3ccccc3)n2)cc1	2%	-8%
Cc1nc(-c2ccccc2)sc1CCNC(=O)C(=O)Nc1ccc(F)c(Cl)c1	15%	6%
CC/C=C(/C)C(=O)NCc1ccc(C)s1	-4%	3%
Cc1ccc(C)c(NC(=O)CCn2nc(C)c3c(C)n(-c4ccccc4)nc3c2=O)c1	5%	-11%
COc1ccc(C23CC4CC(CC(C(=O)Nc5nc(C)cs5)(C4)C2)C3)cc1	-9%	-1%
COc1ccc(COCC(O)COc2ccccc2-c2nc3ccccc3s2)cc1 (centres undefined)	-17%	-11%
O=C(Nc1ccc(C(=O)N2CCCCC2)cc1)c1nsc2ccccc12	-29%	-3%
Cc1cc(OCCn2c(C3CC(=O)N(Cc4ccc(F)cc4)C3)nc3ccccc32)ccc1Cl (centres undefined)	?	?
CCOC(=O)c1c(C)[nH]c(C)c1S(=O)(=O)N1CCCC(C(=O)NCc2ccc(N(C)C)cc2)C1 (centres undefined)	6%	-2%
CCCn1nc(C(=O)OCC(=O)c2cc(C)n(Cc3ccc(F)cc3)c2C)c2ccccc2c1=O	-1%	-6%
Cc1cc2c(cc1C)CSC(c1cc(Cl)ccc1O)SC2	-12%	-5%
CN(Cc1ccsc1)C(=O)CC1CCCC1	0%	1%
Cc1ccc(CNC(=O)CC2C=CCC2)s1 (centres undefined)	-11%	-7%
CC(C1=C(O)CC(C)(C)CC1=O)C1=C(O)CC(C)(C)CC1=O	-5%	-1%
CC(=O)N1CCc2cc(CNC(=O)Nc3cc(Cl)ccc3C)ccc21	6%	-1%
COc1ccc(-n2ncc(C(=O)N3CCN(c4ccccn4)CC3)c2C2CCN(C(=O)OC(C)(C)C)CC2)cc1	-8%	-18%
NC(=O)C1CCN(c2ncnc3c2cnn3-c2ccccc2)CC1	9%	-27%
COc1ccc(NC(=O)CCc2nc(-c3ccc(C)cc3)no2)cc1S(=O)(=O)N1CCOCC1	4%	-6%
CC(C)c1ccc(C2c3c(oc4ccc(Cl)cc4c3=O)C(=O)N2CCCN2CCOCC2)cc1 (centres undefined)	0%	-2%

Profiles as entered above:
CCCn1nc(C(=O)OCC(=O)c2cc(C)n(Cc3ccc(F)cc3)c2C)c2ccccc2c1=O in the list: AID inh: -1%; UDG counter: -6%
CC(C1=C(O)CC(C)(C)CC1=O)C1=C(O)CC(C)(C)CC1=O in the list: AID inh: -5%; UDG counter: -1%

The results go on.
SMILES	AID inh	UDG counter
CCc1ccc(NC(=O)CCc2c(C)nn(-c3ccc(N4CCCC4)nn3)c2C)cc1	?	-4%
COc1cccc(CNC(=O)c2ccc(-n3c(C)cc4c3CCC(C)C4)cc2)c1 (centres undefined)	-20%	-10%
O=C(CSC1CCCC1)NCCc1cccs1	1%	-5%
CCOc1ccc(N(CC)S(=O)(=O)N2CCCC(C(=O)Nc3cc(Cl)ccc3OC)C2)cc1 (centres undefined)	?	?
O=C(O)c1cc(-c2ccccn2)nc2ccccc12	31%&18%[activator]	0%&6%
CCc1cc2c(=O)c(-c3nncn3-c3ccccc3)coc2cc1OCC(=O)NCC(=O)O	0%	-8%
CCOc1ccc(NC(=O)c2c(Nc3ccccc3C)sc(C(=O)c3ccc(Cl)cc3)c2N)cc1	80%[activator]	-18%
CCOCCc1nn2c(=O)cc(COC(=O)c3ccccc3NC(=O)c3cccs3)nc2s1	13%	41%[activator]
O=C(CCc1ccccc1)Nc1cccc2cccnc12	9%	-1%
Cc1c(O)ccc2c(CN3CCN(Cc4ccccc4)CC3)cc(=O)oc12	1%	1%
CCCN(Cc1cccs1)C(=O)Nc1cc(C)ccc1OC	?	-10%
COc1ccc(CC(=O)NCc2ccc3c(c2)CCN3C(=O)c2ccc(C)cc2)cc1OC	-1%	5%
CCOc1ccccc1NC(=O)Cn1cnc2c1c(=O)n(C)c(=O)n2C	6%	-9%
Cc1c(C(=O)N2CCOCC2)oc2c1-c1nn(CC(=O)NCc3cccc(Cl)c3)cc1CC2	?	?
CCOc1cc(C)c(C(C)C)cc1S(=O)(=O)NC1CC(C)(C)NC(C)(C)C1	5%	1%
Cc1ccccc1CN(C)C(C(=O)NC1CC1)c1ccccc1 (centres undefined)	-2%	-6%
COc1ccccc1CNC(=O)CCC1N=C2c3ccccc3N=C(SCc3ccc(C)cc3C)N2C1=O (centres undefined)	?	?
Cc1ccc(N(C)S(=O)(=O)c2c(-c3cccc(F)c3)csc2C(=O)NCc2cccnc2)cc1	-19%	-11%
CCCn1c2ccccc2c2cnn(CC(=O)NC(C)CC)c(=O)c21 (centres undefined)	4%	5%
Cc1ccc(-n2ncc3c(NNC(=O)c4ccccc4C)ncnc32)cc1	-1%	-26%
COC(=O)CCN(C(=O)C1CCN(S(=O)(=O)c2c(C)noc2/C=C/c2ccccc2F)CC1)c1ccccc1	8%	-5%
COc1cccc(NC(=O)N2CCOc3ccc(Cl)cc32)c1	-3%	9%
COc1nnc(-c2ccc(N3CCCCC3)c(NC(=O)c3ccccc3Cl)c2)c2ccccc12	?	-10%
CCN(CC)c1ccc(NC(=O)c2cc(S(=O)(=O)N3CCc4ccccc43)cn2C)c(C)c1	9%	12%
Cc1ccc(Cl)cc1NC(=O)CSc1nccn1C	0%	3%
Cc1cccc(CNC(=O)CCCN2C(=O)CCn3nc(-c4cn(C)c5ccccc45)cc32)c1	12%	4%
COCCNC(=O)CN1C(=O)COc2ccc(S(=O)(=O)N3CCCC3)cc21	-2%	-9%
CCN1CCN(C(=O)c2cc3cc(Cl)cc(Cl)c3oc2=O)CC1	-5%	-6%
CCN1CCC(=O)C(C)C1C (centres undefined)	3%	-6%
COc1ccc(C(=O)N2CCN(c3oc(-c4ccccc4OC)nc3C#N)CC2)cc1	-4%	-2%
COCCNC(=O)CCn1c(=O)[nH]c2cc(OC)c(OC)cc2c1=O	17%	-9%
COc1cc(Cl)c(NS(=O)(=O)c2ccc(-c3cnc(C4CC4)o3)cc2)c(OC)c1	12%	-7%
O=C(/C=C/c1cccs1)c1cc2ccccc2o1	-3%	-4%
CCCNC(=O)NNC(=O)C(CC)c1ccccc1 (centres undefined)	-9%	1%
O=C(NC1CCCCCC1)c1ccc2c(Cl)c3c(nc2c1)CCC3	-15%	-10%
COc1ccc(-c2cccc(NS(=O)(=O)c3cc(C(F)(F)F)ccc3Cl)c2)nn1	?	0%
CN(C(=O)CCn1nc(-c2ccc(Cl)cc2)c2ccccc2c1=O)c1ccccc1	?	-8%
CCC(=O)NCC(=O)NC1CCN(S(=O)(=O)c2ccc(NC(C)=O)cc2)CC1	-3%	6%
Cc1ccc2c(=O)cc(C(=O)Nc3sc4c(c3C(=O)NCc3cccnc3)CCCC4)oc2c1C	1%	?
CC(=O)c1cccc(Nc2ccc3cc(S(=O)(=O)N4CCCC4)ccc3n2)c1	-1%&4%	4%

3 records picked at random from the list so far, as already listed:
SMILES	AID inh	UDG counter
COCCNC(=O)CCn1c(=O)[nH]c2cc(OC)c(OC)cc2c1=O	17%	-9%
COc1ccc(-c2cccc(NS(=O)(=O)c3cc(C(F)(F)F)ccc3Cl)c2)nn1	?	0%
COc1cc(Cl)c(NS(=O)(=O)c2ccc(-c3cnc(C4CC4)o3)cc2)c(OC)c1	12%	-7%

Later entries:
SMILES	AID inh	UDG counter
COC(=O)C1(NC(=O)c2ccc3c(c2)OCO3)CCCCC1	-5%	1%
COc1ccccc1NC(=O)c1cc2c(n(-c3ccc(C)cc3)c1=O)CC(C)(C)CC2=O	4%	-7%
Cc1ccc(CNC(=O)c2ccc(CSCc3c(F)cccc3Cl)o2)cc1	?	11%
Cc1oc(-c2cccc(Cl)c2)nc1CN1CCC(C(=O)NC(C)C)CC1	4%	-20%
